Compound activity from PubChem BioAssay.
ATXN2 expr inh – Primary qHTS for Inhibitors of ATXN expression. HEK-293 ATXN2-luciferase reporter, luminescence, 24 h. Potency, µM (titrated, usually from 57 µM), for the others: top-dose activity change, negative = inhibition, hits mostly inhibitors. actives 0.72% (n = 360,000). AID 1745845, 2022; note: potency is the fitted concentration of half-maximal effect; % is set by controls: 0 for no effect and ±100 for the full control effect; nearly all actives have a fitted effect of over 55% in size
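qHTS (up to 57 uM final) was run with 24 h compound exposure of reporter cells at 37 °C. Each well was multiplexed: SteadyGlo luminescence measured ATXN2-luciferase expression after a fluorogenic Gly-Phe-AFC viability readout (25 uM final).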
TGFb inhibitor – qHTS for Inhibitors of TGF-b | Potency, µM (series often up to 46.1 µM), inactives show at the top dose activity, negative = inhibition, actives largely listed as inhibitors | HepG2 CAGA-GFP TGF-b/SMAD3 reporter, GFP fluorescence, 18 h; TGF-beta stimulated, 500 pg/mL final | actives 1.2% (n = 410,000); note: potency is the fitted concentration of half-maximal effect; % is set by controls: 0 for no effect and ±100 for the full control effect; nearly all actives have a fitted effect of over 65% in size
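HEPG2 CAGA-GFP reporter cells (1000/well, DMEM with 1% FBS) received compounds, then recombinant TGF-beta at 500 pg/mL final for 18 hours at 37 degrees C. Per-cell GFP summed per well was normalised to unstimulated and stimulated DMSO controls before curve fitting.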
S2 tox – Viability Counterscreen for Primary qHTS for Inhibitors of ATXN expression | S2 cells (HEK-293 line with an ATXN2-luciferase reporter) viability, CellTiter-Fluor protease fluorescence, 24 h | Potency, µM (series often up to 56.7 µM), actives largely listed as cytotoxic | actives 0.49% (n = 400,000) | AID 651635, 2014; note: potency is the fitted concentration of half-maximal effect; nearly all actives have a fitted effect of over 40% in size
MCF10A rereplic – A quantitative high throughput screen for small molecules that induce DNA re-replication in MCF 10a normal breast cells | MCF 10A DNA re-replication, Hoechst nuclear intensity, 48 h | AID 624296, 2012 | actives 2.9% (n = 350,000) | Potency, µM (highest dose often 46.1 µM), without a hit: at the top dose activity, positive = re-replication, usual class: activators; note: potency is the fitted concentration of half-maximal effect; % of control where 0% means no effect; nearly all actives have a fitted effect of over 50% in size
Nrf2 activator – qHTS of Nrf2 Activators. AREc32 ARE-luciferase reporter (MCF7-derived line), luminescence, 24 h. Potency, µM (titrated, usually from 46.1 µM), for the others: at the highest dose activation, most hits filed as activators. actives 0.31% (n = 410,000); note: potency is the fitted concentration of half-maximal effect; % of control where 0% means no effect; nearly all actives have a fitted effect of over 65% in size
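ARE activation measured as luciferase luminescence (Steady-Glo, 30 min RT) in AREc32_Fluc cells after 24 hr compound exposure at 37 deg C, 5% CO2; cells seeded overnight at 1000/well in OPTI-MEM, 5% FBS.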
A549 viability – Nrf2 qHTS screen for inhibitors: counterscreen for cytotoxicity | A549 ARE-Fluc cells, CellTiter-Fluor viability, 18-24 h | AID 504648, 2011 | actives 0.16% (n = 390,000) | Potency, µM (highest dose often 46 µM), for the others: at the top dose activity change, negative = cytotoxicity, most hits filed as inhibitors; note: potency is the fitted concentration of half-maximal effect; % is set by controls: 0 for no effect and ±100 for the full control effect
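A549 ARE_Fluc cells in 5% FBS OPTI-MEM were exposed to compounds in concentration-response for 18-24 h at 37 deg C. Viability was read by CellTiter-Fluor fluorescence (Ex 405/Em 525) after 30 min, before the luciferase read.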
HepG2 tox – qHTS for Inhibitors of TGF-b: Cytotox Counterscreen; HepG2 CAGA-GFP viability, ATP luminescence, 18 h; Potency, µM (highest dose often 46.1 µM), inactives show at the top dose activity change, negative = cytotoxicity, hits mostly cytotoxic; actives 0.76% (n = 410,000); AID 588856, 2011; note: potency is the fitted concentration of half-maximal effect; some results filed as inactive show a strong effect at the top dose
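HepG2 CAGA-GFP cells (1000/well, DMEM with 1% FBS) received compound, then TGF-beta at 500 pg/mL final, and were incubated 18 hours at 37 degrees C. Viability was read by CellTiter-Glo luminescence. Media-only wells were set as complete cell-killing and DMSO as no toxicity.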
Nrf2 inh – Nrf2 qHTS screen for inhibitors. AID 504444, 2011. actives 2.1% (n = 360,000). Potency, µM (doses to about 46 µM), inactives show at the highest dose activity change, negative = inhibition, most hits filed as inhibitors. A549 ARE-Fluc reporter, luciferase luminescence, 18-24 h; note: potency is the fitted concentration of half-maximal effect; % is set by controls: 0 for no effect and ±100 for the full control effect; nearly all actives have a fitted effect of over 60% in size
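Concentration-response testing used A549 ARE_Fluc cells at 5000 cells/well. Following an 18-24 h compound incubation, viability was read by fluorescence (Ex 405/Em 525) and luciferase output by luminescence.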
IL-1B inflam inh – qHTS for Inhibitors of Inflammasome Signaling: IL-1-beta AlphaLISA Primary Screen; THP-1 LPS/ATP IL-1B secretion, AlphaLISA, 16 h; hits give low values; activity change, % at 57.5 µM; actives 4.7% (n = 360,000); AID 743279, 2014; in the data active = activity change below about -50%; inconclusive = mostly about -30% to -49%; note: % is set by controls: 0 for no effect and ±100 for the full control effect
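THP-1 cells pretreated 1 hr with compounds (up to 57.5 uM final), then stimulated with LPS (250 ng/mL final) plus ATP (1.25 mM final); secreted IL-1B measured by AlphaLISA after 16 hr, decreased signal indicating inhibition.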
* hit, by the source's call; i = inactive; ? = inconclusive; nt = no result given; [ ] = another dose, or the depositor's remark. Unless noted, calls come from the whole dose curve; as a rule, active = well fitted curve in the direction sought with a large enough effect; inconclusive = small, poorly fitted or top-dose-only effect, or another doubt; inactive = no such curve, though single readings can be large; an effect the other way counts as inactive or inconclusive.

SMILES	ATXN2 expr inh	TGFb inhibitor	S2 tox	MCF10A rereplic	Nrf2 activator	A549 viability	HepG2 tox	Nrf2 inh	IL-1B inflam inh
Cc1cc(C)c(S(=O)(=O)n2c([N+](=O)[O-])cnc2C)cc1C	3%	-3%	i	4%	0.0%	-2%	17%	5%	19
Nc1nc(SCC(=O)c2ccc(F)cc2)n[nH]1	2%	6%	i	-1%	-0.4%	-9%	9%	4%	3
Cc1cccc(N(C)C(=O)C2CCC(CNS(=O)(=O)c3cccc4nsnc34)CC2)c1 (stereo not given)	-13%	?	?	nt	4.5%	-20%	-9%	-30%	nt
O=C(OCC(=O)c1ccc[nH]1)c1cncc(Br)c1	nt	3%	nt	2%	-1.2%	-1%	-5%	8%	40
CC(C)CCn1c(=O)c2cccnc2n(CC(=O)Nc2ccccc2F)c1=O	9%	17%	i	nt	-0.3%	-6%	0%	4%	nt
CCNC(=O)COC(=O)c1csc2c1CCCC2	15%	2%	?	9%	0.3%	3%	2%	-11%	-5
Cc1cc(C)cc(-n2c(SCC(=O)N3CCC(C)CC3)nc3c([nH]c4ccccc43)c2=O)c1	6%	2%	i	nt	3.0%	6%	-16%	nt	nt
Cc1nn(-c2ccccc2Cl)c2sc(C(=O)Nc3nnc(C4CC4)s3)cc12	-9%[11.3 µM]	12%	i	-3%	-0.6%	4%	3%	6%	15
C/C(CC(=O)NC(C)(C)C)=N\NC(N)=S	-8%	-22%	i	2%	14%	10%	-38%	8%	18
Cn1c(=O)n(-c2cccc(Cl)c2)c(=O)c2sc3ccccc3c21	2%	-3%	i	nt	-0.5%	-12%	-3%	-2%	nt
C=CCSc1nnc(NC(=O)CSc2nc(CCC)cc(=O)[nH]2)s1	-4%	-29%	i	-3%	0.6%	0%	-24%	-3%	41
O=C(c1cnccn1)N1CCCC(N2CCN(c3cccc(Cl)c3)CC2)C1 (stereo not given)	6%	-1%	i	-15%	0.4%	0%	-29%	-1%	i
CC(C)(C)CC(=O)Nc1nnc(SCC(=O)Nc2ccccc2F)s1	-25%	-12%	i	2%	-0.2%	-1%	-2%	-9%	10
COC(=O)C(C)N(C(=O)c1ccc(Cl)cc1)c1c(C)cccc1C (stereo not given)	-6%	?	i	2%	-0.3%	0%	-18%	0%	5
CC(=O)c1ccc(N2CCN(c3ncccn3)CC2)cc1	19%	-17%	i	-10%	2.0%	-1%	-6%	13%	5
CCSc1nnc(NC(=O)C2CSC3(C)CCC(=O)N23)s1 (stereo not given)	nt	3%	i	8%	-0.1%	5%	-11%	8%	0
CCN(c1ccc(C)cc1)S(=O)(=O)c1nnc(NC(=O)c2ccco2)s1	-14%	-19%	i	-2%	9.7%	0%	-4%	8%	12
O=C(NCc1ccccn1)c1cccc(NS(=O)(=O)c2ccccc2)c1	-6%	0%	i	0%	0.1%	-3%	7%	1%	13
COc1ccc(-c2nc3ccc(C(=O)NCCCN4CCOCC4)cc3nc2-c2ccc(OC)cc2)cc1	nt	?	i	?	0.2%	0%	-97%	-12%	-8
COc1cccc(CNc2ccc(C)c(Cl)c2)c1	nt	-12%	?	1%	3.5%	2%	-14%	14%	-2
COc1cccc(C(=O)NCCNC(=O)c2cnccn2)c1	-8%	24%	i	-8%	0.1%	5%	-2%	-4%	15
O=C(Cn1ncc2c([nH]c3ccccc32)c1=O)N1CCCCC1	6%	-4%	i	-2%	-0.6%	1%	7%	3%	11
CCOC(=O)Cc1csc(NC(=O)c2ccc([N+](=O)[O-])cc2[N+](=O)[O-])n1	-20%	0%	i	3%	3.2%	-2%	-32%	-9%	16
Cc1cc(OCC(=O)N(C)c2c(N)n(Cc3ccccc3)c(=O)[nH]c2=O)c(C(C)C)cc1Cl	-31%	4%	i	-16%	-0.5%	0%	-2%	7%	0
COC(=O)c1ccc(CSc2nncn2C)cc1	52%[activator]	?	i	-7%	0.5%	15%	0%	?	32

Remaining list, next part
SMILES	ATXN2 expr inh	TGFb inhibitor	S2 tox	MCF10A rereplic	Nrf2 activator	A549 viability	HepG2 tox	Nrf2 inh	IL-1B inflam inh
COCc1ccc(C(=O)N2CCCC(C(=O)c3ccc(SC)cc3)C2)o1 (stereo not given)	-8%	-33%	i	2%	-0.4%	-2%	-8%	?	0
C=CCn1c(C)cc(-c2csc(NCC)n2)c1C	?	?	?	?	5.7%	0%	-31%	-4%	-55*
CN[C@H]1C[C@H]2c3cc(N4CCN(C)CC4)ccc3CCN2C(=O)[C@H]1[C@H](C)O	8%	-1%	i	nt	-0.3%	nt	-4%	nt	12
COc1ccc(N2CCN(CC(=O)NC(C)c3ccccc3)CC2)cc1 (stereo not given)	0%	-9%	i	-1%	-1.7%	5%	-2%	-12%	-12
CCOc1c(Br)cc(/C=C(\C#N)C(=O)NC2CC2)cc1OC	-4%	-25%	i	8%	2.9%	-3%	-33%	-1%	-13
C/C(=N\NC(N)=S)c1ccc2c(c1)OCCO2	1%	7%	?	0%	3.7%	-10%	-7%	19%	3
CC(=O)Oc1ccc(C(=O)Nc2cccc3c2CCCC3)cc1	1%	16%	i	5%	2.6%	3%	-3%	1%	-8
Cc1c(C(=O)N2CCCCCC2)c(S(=O)(=O)Nc2cccc(F)c2)c(C)n1C	-1%	12%	i	0%	-0.5%	3%	-16%	4%	-21
CCCC1=C(C(=O)OCC)C(c2cccnc2)n2nc(C)nc2N1 (stereo not given)	11%	-5%	?	2%	-0.3%	-5%	15%	2%	-2
NS(=O)(=O)c1ccc(CNC(=O)C2CCCCC2)cc1	6%	13%	i	1%	0.4%	-12%	2%	nt	-5
COc1cccc(/C=N/Nc2nc(N3CCCC3)nc(N3CCCC3)n2)c1O	5%	-20%	i	-3%	0.2%	-11%	1%	-17%	-100*
Cc1ccc(S(=O)(=O)N2CCCNCC2)cc1	-9%	-10%	i	-1%	-0.3%	1%	6%	-13%	0
CNc1nc(Nc2ccc(C)c(Cl)c2)c2cnn(C)c2n1	-26%	-23%	i	?	5.0%	-14%	-16%	?	-26
Nc1c(S(=O)(=O)c2cccs2)c2nc3ccccc3nc2n1Cc1ccc2c(c1)OCO2	-8%	?	?	-8%	-0.4%	-16%	4%	?	-67*
O=C(CSc1nc(=O)n(CCN2CCOCC2)c2c1CCCC2)Nc1ccc([N+](=O)[O-])cc1	-8%	-3%	i	4%	2.6%	0%	-9%	-8%	-21
COCCCNC(=O)c1ccc(CNS(=O)(=O)c2ccc(NC(C)=O)cc2)cc1	-9%	19%	i	-4%	0.2%	-6%	-2%	-10%	9
c1ccc(-c2onc3cc4c(cc23)OCCO4)cc1	46%[activator]	?	i	11%	5.8%	-10%	-11%	?	?
COc1cc2c(C(=O)N(C)c3cc(Cl)ccc3OC)cn(C)c(=O)c2cc1OC	-17%	0%	i	3%	4.6%	-3%	-8%	-8%	12
COCCn1c(=O)c2c(nc3n2CCCN3CCc2ccccc2)n(C)c1=O	1%	0%	?	?	0.7%	3%	-1%	-26%	38
Cc1c2cnn(CC(=O)NCc3ccc(F)cc3)c(=O)c2c(C)n1Cc1ccccc1F	nt	-3%	nt	nt	0.2%	-11%	1%	9%	nt
COc1cc(OC)cc(C(=O)Nc2ccc3nc(N4CCCCC4)cc(C)c3c2)c1	?	-5%	i	nt	8.9%	-13%	-16%	-10%[9.27 µM]	nt
Cc1ccc(NC(=O)CN2C(=O)C(c3ccccc3)=NC23CCCCC3)cc1C	nt	nt	nt	nt	0.3%	-17%	-22%	?	nt
Cc1c(Nc2nc3ccccc3n3c(C)nnc23)cccc1C(=O)O	6%	-1%	?	nt	0.6%	13%	4%	-16%	nt
COC(=O)c1ccccc1N(Cc1ccccc1)S(C)(=O)=O	2%	-14%	i	7%	-0.8%	-1%	3%	-15%	0
CCOC(=O)COc1c(OC)cc(Cl)cc1C1Nc2ccccc2C(=O)N1c1ccccc1 (stereo not given)	5%	-2%	i	?	-0.6%	-4%	-2%	?	13

Compound profiles (already shown). Values in the order: ATXN2 expr inh, TGFb inhibitor, S2 tox, MCF10A rereplic, Nrf2 activator, A549 viability, HepG2 tox, Nrf2 inh, IL-1B inflam inh
Record of `CCOC(=O)COc1c(OC)cc(Cl)cc1C1Nc2ccccc2C(=O)N1c1ccccc1` (stereo not given) : 5%, -2%, i, ?, -0.6%, -4%, -2%, ?, 13
Record of `CNc1nc(Nc2ccc(C)c(Cl)c2)c2cnn(C)c2n1` : -26%, -23%, i, ?, 5.0%, -14%, -16%, ?, -26

Remaining list, next part.
SMILES	ATXN2 expr inh	TGFb inhibitor	S2 tox	MCF10A rereplic	Nrf2 activator	A549 viability	HepG2 tox	Nrf2 inh	IL-1B inflam inh
O=C(CCCN1C(=O)/C(=C\c2cccs2)SC1=S)Nc1ccccn1	-26%[11.3 µM]	?	i	1%	2.1%	?	8%	?	9
O=C(COC(=O)c1ccc(O)cc1O)NC(=O)NCc1ccccc1	0%	1%	i	9%	-0.4%	-3%	-13%	9%	26
O=C(NCCN1CCOCC1)c1ccc2c(c1)N(Cc1ccc(Cl)cc1)C(=O)CS2	-12%	7%	?	?	0.2%	-9%	-8%	-15%	-8
Cc1ccc(C)c(NC(=S)NC(NC(=O)OCc2ccccc2)C(Cl)(Cl)Cl)c1 (stereo not given)	-2%	-21%	i	?	5.4%	0%	-14%	?	-4
O=C(Nc1ccccc1)c1cn2ccccc2n1	11µM*	2%	i	5%	-1.7%	1%	-44%	?	8
CCCCOC(=O)Nc1nc(CC(=O)OCC)cs1	8%	-2%	i	7%	1.8%	-1%	-1%	9%	-1
Cc1ccc(C(=O)CC(SCC(=O)O)c2ccc([N+](=O)[O-])cc2)cc1 (stereo not given)	nt	?	?	18µM*	4.1%	19%	-57%	?	?
CC1(C)CC(NC(=O)Nc2ccc([N+](=O)[O-])cc2)CC(C)(C)N1	-19%	1%	i	-3%	0.1%	7%	-9%	7%	-13
